# KCNK9 inh = inhibitors of human KCNK9 two-pore domain potassium channel. HEK293 KCNK9, FluxOR thallium flux fluorescence; active compounds read low. 310,000 compounds, 1.2% hits. B-score at 10 µM. Q9NPC2;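 active = ratio B-score over 3 SD below the library mean, with starting fluorescence within 5 SD of its mean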;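 note: negative B-score means less thallium flux so channel inhibition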
# KCNQ1 block = inhibitors of human KCNQ1 potassium channel; B-score at 10 µM; P51787; 310,000 compounds, 1.3% hits; CHO-K1 KCNQ1, FluxOR thallium flux fluorescence; active compounds read high;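 active = compounds whose thallium flux B-score, printed positive for inhibition, exceeds three library SD while starting fluorescence stays within three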;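 note: channel opened by potassium depolarization with thallium stimulus after 20 min compound exposure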
# PolyA inh = inhibitors of polyadenylation in S. cerevisiae. S. cerevisiae SKY197-pL101 polyadenylation reporter, beta-gal luminescence; efflux-impaired pdr1/pdr3 knockout yeast; score 100 = 6 SD above DMSO. calls only at 12 µM. 300,000 compounds, 0.02% hits. AID 1875;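 active = lowest replicate activity score at least 50, where 100 means six control SD above control mean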;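 note: yeast exposed to compound for 9 h at 30 °C; higher score means more reporter readthrough which indicates perturbed polyadenylation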
# TRPC4 act = TRPC4 (mouse) channel activation | HEK293 TRPC4beta/mu-opioid, Fluo4 calcium fluorescence; active compounds read high | B-score at 10 µM | 310,000 compounds, 0.49% hits;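 active = B-score above 5 SD of library B-scores, and initial fluorescence ratio not above library mean plus 5 SD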;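 note: positive B-score marks a calcium rise read as TRPC4 activation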
# Target sequence (Q9QUQ5 whole entry, looked up): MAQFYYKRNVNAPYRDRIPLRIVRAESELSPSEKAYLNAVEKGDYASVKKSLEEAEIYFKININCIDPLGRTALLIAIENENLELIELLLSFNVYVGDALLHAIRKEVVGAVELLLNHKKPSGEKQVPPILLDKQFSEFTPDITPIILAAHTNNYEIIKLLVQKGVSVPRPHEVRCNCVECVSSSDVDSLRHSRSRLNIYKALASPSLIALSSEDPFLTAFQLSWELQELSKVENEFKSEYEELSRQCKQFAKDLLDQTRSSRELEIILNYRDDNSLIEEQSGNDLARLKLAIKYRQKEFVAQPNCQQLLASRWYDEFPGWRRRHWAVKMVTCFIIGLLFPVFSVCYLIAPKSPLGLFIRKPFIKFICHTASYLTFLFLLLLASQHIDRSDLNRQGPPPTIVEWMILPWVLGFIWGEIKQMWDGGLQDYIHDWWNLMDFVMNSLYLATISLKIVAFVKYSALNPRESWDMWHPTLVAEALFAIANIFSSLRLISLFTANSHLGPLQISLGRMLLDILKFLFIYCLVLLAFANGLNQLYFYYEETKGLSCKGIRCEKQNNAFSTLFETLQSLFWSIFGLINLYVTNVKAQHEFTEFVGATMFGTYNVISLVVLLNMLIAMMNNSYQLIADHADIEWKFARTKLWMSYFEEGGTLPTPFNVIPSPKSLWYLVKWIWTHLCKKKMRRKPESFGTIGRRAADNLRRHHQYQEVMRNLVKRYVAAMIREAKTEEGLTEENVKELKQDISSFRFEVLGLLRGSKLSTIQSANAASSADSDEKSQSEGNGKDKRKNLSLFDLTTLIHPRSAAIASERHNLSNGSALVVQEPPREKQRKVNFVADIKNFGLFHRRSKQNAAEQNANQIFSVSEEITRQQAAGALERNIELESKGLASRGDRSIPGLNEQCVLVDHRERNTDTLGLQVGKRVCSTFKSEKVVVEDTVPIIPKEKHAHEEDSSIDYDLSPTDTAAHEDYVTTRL
#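 Assay system: HEK293 stable line with TRPC4beta plus mu-opioid receptor; schedule: 45 min room-temperature Fluo4 loading, 110 s read; technique: kinetic Fluo4 calcium fluorescence; evaluation: integrated baseline-normalised fluorescence ratio, converted to per-well B score; controls: buffer (low) and maximal DAMGO (high)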
# Platelet DG rel = platelet dense granule release activity; inhibition, %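 (compounds screened at 7.5 µM in platelet-rich plasma)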; 300,000 compounds, 0.22% hits; human platelet-rich plasma, SFLLRN dense granule ATP release, luminescence;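 active = mean replicate score, as percent of positive control, at or above 50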
# KCNQ1 pot = potentiates or activates the human KCNQ1 potassium channel. B-score at 10 µM. 310,000 compounds, 0.35% hits. AID 2648. CHO-K1 KCNQ1, thallium flux FluxOR fluorescence; active compounds read high;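 active = fluorescence ratio B-score, a plate-corrected score, at least three library SD, with initial intensity B-score within 5 SD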
#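 assay system = KCNQ1-transfected CHO-K1 cells | medium = assay buffer with matched DMSO | probe or stimulus = depolarizing K+/Tl+ stimulus, K2SO4 and Tl2SO4 each 12.5 mM in 5x stock | dosing = single dose | incubation = dye 90 min, compound 20 min, room temperature | detection = kinetic FluxOR fluorescence, 10 s baseline plus 110 s post-stimulus | evaluation = ratio B score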
# TRPC4 inh = blocks the mouse TRPC4 cation channel. Q9QUQ5. HEK293 TRPC4beta/mu-opioid, DAMGO-evoked Fluo4 calcium flux; active compounds read low. B-score at 10 µM. 300,000 compounds, 0.39% hits. AID 2247;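 active = B-score over 3 SD under the library average, no early fluorescence shift, positive overall ratio signal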
#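 Assay system: HEK293 cells with stable TRPC4beta plus mu-opioid receptor expression. Dosing: single dose. Measured by: Fluo4 Ca2+ flux fluorescence. Also added: DAMGO in two steps, submaximal then maximal. Read-out: B score from integrated Fluo4 fluorescence ratio.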
# TRPC4 potent = allosteric potentiators of mouse TRPC4 channel; Q9QUQ5; HEK293 TRPC4beta/mu-opioid, DAMGO EC20, Fluo-4 Ca2+ flux; active compounds read high; B-score at 10 µM; 310,000 compounds, 0.42% hits;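 active = B-score of calcium response area above 5 SD of library B-scores, with initial fluorescence ratio within 5 SD of library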;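 note: B-score of integrated fluorescence ratio over time as area under calcium response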
# KCNK3 block = human KCNK3 channel inhibition, primary screen. O14649. CHO-KCNK3 thallium flux, FluxOR fluorescence; active compounds read low. B-score at 10 µM. 340,000 compounds, 0.84% hits. AID 602410;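 active = B-score under library mean minus 4 SD, starting fluorescence ratio at most library mean plus 5 SD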;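 note: more negative B-score means stronger inhibition of thallium flux through KCNK3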
# DYRK1A inh = blocks rat Dyrk1A kinase activity; ADP-Glo luminescence, NFATc1 peptide; inhibition, % at 12.5 µM; 310,000 compounds, 0.43% hits; in the data active = inhibition above about 50%;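 note: plate controls were vehicle with enzyme for no effect and no enzyme for full effect; many of its hits are not listed in these tables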
# hERG rescue = compounds protecting human hERG from proarrhythmic drug block; Q12809; CHO-hERG, FluxOR thallium flux, dofetilide IC70 present; activation (rescue from dofetilide block), less the hit threshold, % at 10 µM; 310,000 compounds, 0.51% hits; AID 1511;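 active = activation above the mean of controls blocked by dofetilide plus 5 SD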;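 note: thallium influx through hERG after potassium depolarization seen as dye fluorescence rise; in these data hits start at about 4.7%; inactives centre near -7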
# Starred values were filed as active, the others as inactive; i = inactive; . = no result given. Not all compounds are listed (hit frequency here may not be typical).
SMILES,KCNK9 inh,KCNQ1 block,PolyA inh,TRPC4 act,Platelet DG rel,KCNQ1 pot,TRPC4 inh,TRPC4 potent,KCNK3 block,DYRK1A inh,hERG rescue
COc1ccc(OC)c(S(=O)(=O)n2cnc3cc(C)c(C)cc32)c1,i,i,i,i,8.5,i,i,i,-11.2*,7.8,-4.8
COc1ccc(C)cc1S(=O)(=O)N(CC(=O)Nc1cccc([N+](=O)[O-])c1)c1cc(C)cc(C)c1,i,i,i,i,2.9,i,i,i,i,25.6,-8.2
CCOC(=O)N1CCN(C(=O)Cn2c(C)cc3ccccc3c2=O)CC1,i,i,i,i,-3.6,i,i,i,i,-2.5,-9.6
CCCOC(=O)c1ccc(NC(=O)c2ccccc2OC)cc1,-7.54*,i,i,i,-6.9,i,i,i,i,2.0,-11.8
COc1ccc(C)cc1S(=O)(=O)N(CC(=O)N1CCCC1)c1ccc(C)cc1,i,i,i,i,1.5,i,i,i,i,-6.7,-13.8
CC1(C)CC(NS(=O)(=O)c2cccc3ccccc23)CC(C)(C)N1,i,i,i,i,-6.4,i,i,i,i,3.3,-4.6
CCCCCCCCS(=O)c1sc2nc(C)cc(C)c2c1N (stereo unspecified),i,i,i,i,9.4,i,i,i,i,5.2,-15.5
NC(=O)c1cccnc1Oc1ccc(Cl)cc1Cl,i,i,i,i,3.1,i,i,i,i,-1.3,-11.0
CCc1ccc(NC(=O)CSc2nnc(Cc3cccn3C)n2-c2ccc(F)cc2)cc1,i,i,i,i,3.1,i,i,i,i,6.5,-4.6
C=CCn1c(SCCC)nc(O)cc1=O,i,i,i,i,4.3,i,i,i,i,0.6,-4.6
CC(=O)c1c(N2CCCCC2)nc(=S)n(-c2ccccc2)c1C,i,i,i,i,-2.6,i,i,i,i,-8.4,-4.8
O=C(CC12CC3CC(C1)CC(CC(=O)N1CCCC1)(C3)C2)N1CCCC1,i,i,i,i,-3.7,i,i,i,i,-2.6,-6.8
CC(C)OP(=O)(c1ccc(N(C)C)cc1)C(O)c1ccc(N(C)C)cc1 (stereo unspecified),i,i,i,i,-1.0,i,i,i,i,-9.7,-0.8
COc1cccc(-c2nc(CS(=O)(=O)CC(=O)NCCc3cc(OC)ccc3OC)c(C)o2)c1,i,i,i,i,-0.3,i,i,i,i,2.2,-6.1
O=C(Nc1cccc(F)c1)C1CCCN(S(=O)(=O)c2cccc3cccnc23)C1 (stereo unspecified),i,i,i,i,10.9,i,i,i,i,4.3,-12.3
CCn1c(=O)cc(OCC(=O)N(C)C2CCCCC2)c2ccccc21,i,i,i,i,-3.4,i,i,i,i,-7.5,-16.0
CCCCNC(=S)NNC(=O)c1sccc1C,i,i,i,i,1.2,i,i,i,i,1.4,-10.1
O=C(C[n+]1ccccc1)N/N=C/c1ccccc1C(F)(F)F,i,i,i,i,9.3,i,i,i,i,-1.8,-2.4
CCc1ccccc1NC(=O)C1COc2ccccc2O1 (stereo unspecified),i,i,i,i,0.7,i,i,i,i,0.3,0.0
CCC(=O)c1cc(F)c(N2CCN(S(=O)(=O)c3ccc(C)cc3)CC2)cc1C,i,i,i,i,25.2,i,i,i,i,-1.9,-12.3
COC(=O)c1ccc(C)c(NC(=O)CCc2ccc(OC)cc2)c1,i,i,i,i,-11.2,i,i,i,i,.,-5.6
Cc1cc(NC(=O)CN2C(=O)NC(Cc3ccccc3)C2=O)no1 (stereo unspecified),i,i,i,i,-6.7,i,i,i,i,-2.3,-6.3
COc1ccc(C(=O)NNS(=O)(=O)c2ccc(C)cc2)cc1,i,i,i,i,-27.6,i,i,i,i,1.8,-4.2
COc1ccc(NC(=O)CC2SC(=NCc3ccccc3OC)NC2=O)cc1 (stereo unspecified),i,i,i,i,5.8,i,i,i,i,-5.8,-2.6
COc1ccc(C)cc1NC(=O)CNCc1cccs1,i,i,i,i,-1.2,i,i,i,i,3.4,-8.2
CCN(CC)c1ccc(C=Nc2ccc(C)cc2C)c(O)c1,i,i,i,i,3.3,i,i,i,i,1.8,-5.0
COc1ccc(S(=O)(=O)NN(C)c2ncc(C(F)(F)F)cc2Cl)cc1,i,i,i,i,2.2,i,i,i,i,0.7,-3.2
Cc1cccc(Cn2ncc(Cl)c(Cl)c2=O)c1,i,i,i,i,11.7,i,i,i,i,-21.7,-23.3
Cc1noc(C)c1COC(=O)c1ccccc1NC(=O)c1ccco1,i,i,i,i,1.1,i,i,i,i,-0.4,-18.2
Cc1cc(C)c(NS(=O)(=O)c2ccc(NC(=O)/C=C/C(=O)O)cc2)c(C)c1,i,i,i,i,0.8,i,i,i,.,.,-0.3
COc1ccc(CCNC(=O)C2(c3ccccc3)CC2)cc1,i,i,i,i,-12.7,i,i,i,i,-0.4,-11.0
CCCCOc1ccc(C(=O)N/C(=C\c2cccc([N+](=O)[O-])c2)C(=O)OC(C)C)cc1,i,i,i,i,-15.4,i,i,i,i,-7.7,-7.5
Cc1ccccc1NC(=S)N(Cc1ccco1)C(C)c1cccs1 (stereo unspecified),i,i,i,i,-4.0,i,i,i,i,3.5,-13.9
COc1ccc(CNC(=O)CC2(CC(=O)O)CCCCC2)cc1,i,i,i,i,4.6,i,i,i,i,3.0,-3.1
Cc1cc(NC(=O)Cn2nc([N+](=O)[O-])c(Br)c2C)no1,i,i,i,i,3.0,i,i,i,i,-6.4,-9.5
CSc1nnc2n(-c3ccc(C)cc3)c(=O)c3c4c(sc3n12)COC(C(C)C)C4 (stereo unspecified),i,i,i,i,-15.8,i,i,i,i,-2.2,-7.4
COc1ccc(Nc2ncnc3sc(-c4ccccc4)cc23)cc1OC,i,i,i,i,-1.7,i,i,i,i,25.4,-11.0
Cc1cccc2sc(NNC(=O)c3cc(=O)c4ccccc4o3)nc12,i,i,i,i,10.0,i,i,i,i,5.8,-16.4
Cc1sc2ncn(CC(=O)NCCCC(=O)N3CCC(C)CC3)c(=O)c2c1C,i,i,i,i,0.4,i,i,i,i,-5.2,-4.8
CCNC(=O)C1=C(O)c2sccc2N(C)S1(=O)=O,i,i,i,i,-1.9,i,i,i,i,-0.1,-9.3
Cc1cc(NC(=S)Nc2cccc3ccccc23)n[nH]1,i,i,i,i,2.4,i,i,i,i,3.1,-4.7
CC(C)(Oc1ccc(Cl)cc1)C(=O)OCn1nnc2ccccc2c1=O,i,i,i,i,-1.8,i,i,i,i,2.0,-9.1
CC1(C)CC(=O)/C(=C(\O)CCCN2C(=O)c3ccccc3C2=O)C(=NCCO)C1,i,i,i,i,7.9,i,i,i,i,.,-9.9
Oc1ccc2cc(Br)ccc2c1CN1CCCC1,i,i,i,i,-5.5,i,i,i,i,6.7,-9.7
O=C(Nc1ccc(N2CCOCC2)cc1)c1ccc([N+](=O)[O-])cc1,i,i,i,i,6.9,i,i,i,i,0.7,-9.2
Cc1cc(OCC(=O)NC2CC2)c2c(C)cc(=O)oc2c1,i,i,i,i,0.0,i,i,i,i,4.6,-6.3
O=C(CCc1ccccc1)NNC(=S)Nc1ccc(F)cc1,i,i,i,i,-46.0,i,i,i,i,1.8,-17.4
CN(C)CCn1c2c(c(SCC(=O)Nc3ccccc3)nc1=O)CCCC2,i,i,i,i,18.1,i,i,i,i,7.7,-11.6
CC(=O)C1=C(O)C(=O)N(Cc2cccnc2)C1c1ccccc1 (stereo unspecified),i,i,i,i,-6.8,i,i,i,i,-3.6,1.1
Cc1cc(C)c2c(=O)n(CC(=O)Nc3ccc(Cl)cc3)sc2n1,i,i,i,i,2.5,i,i,i,i,1.1,-11.7
Cc1csc(NC(=O)CSc2nnc(NC(=O)C3CC(=O)N(c4ccccc4)C3)s2)n1 (stereo unspecified),i,i,i,i,8.1,i,i,i,i,-8.0,0.6
CCN(CC)C(=O)Cn1cc(S(=O)(=O)CC(=O)Nc2cc(OC)ccc2OC)c2ccccc21,i,i,i,i,14.0,i,i,i,i,-1.8,-6.4
CC(=O)Nc1ccc(N2C(=O)CC(N3CCSCC3)C2=O)cc1 (stereo unspecified),i,i,i,i,-1.9,i,i,i,i,-2.5,-7.9
COc1ccc(Nc2nc(N)nc(CN3CCN(c4ccccn4)CC3)n2)cc1,i,i,i,i,-7.0,i,i,i,i,2.7,-6.3
Cc1ccsc1C1CC(=O)OC2=C1C(=O)CC(C)(C)C2 (stereo unspecified),i,i,i,i,9.0,i,i,i,.,.,-8.5
CC(C)CC(=O)NC(=S)Nc1ccc(NC(=O)c2cccs2)cc1,i,i,i,i,-5.2,i,i,i,i,3.0,-11.0
Cc1c(C(=O)N2CCCC2)oc2c1-c1nn(CC(=O)NCCCN3CCCCC3C)cc1CC2 (stereo unspecified),i,i,i,i,-0.3,i,i,i,i,2.9,-5.1
CC(C)NC(=O)CCNC(=O)c1ccc(F)cc1,i,i,i,i,3.5,i,i,i,i,3.3,-7.1
O=S(=O)(ON(c1ccccc1)S(=O)(=O)c1ccccc1)c1ccccc1,i,i,.,i,-1.8,i,i,i,i,5.6,-7.5
O=C(NCC1CCCCC1)c1ccc(=O)[nH]c1,i,i,i,i,16.2,i,i,i,i,0.0,-3.8

# (listing goes on)
SMILES,KCNK9 inh,KCNQ1 block,PolyA inh,TRPC4 act,Platelet DG rel,KCNQ1 pot,TRPC4 inh,TRPC4 potent,KCNK3 block,DYRK1A inh,hERG rescue
CCOc1cc(C(=O)N/N=C/c2ccsc2)cc(OCC)c1OCC,i,i,i,i,-2.5,i,i,i,i,-0.3,-2.6
COCc1cc(=O)[nH]c(-c2ccccc2OC(F)(F)F)n1,i,i,i,i,-2.2,i,i,i,i,-2.6,-4.2
O=C(NCC1CCCO1)c1cccs1 (stereo unspecified),i,i,i,i,-0.5,i,i,i,i,1.9,-6.4
CCCn1c(O)c(N=NC(=O)c2cccnc2)c2cc(Br)ccc21,i,i,i,i,-18.7,i,i,i,i,-0.1,-9.7
Cc1ccc(OCC(=O)Nc2ccc(N3CCN(S(C)(=O)=O)CC3)cc2)cc1,i,i,i,i,0.2,i,i,i,i,-0.2,-7.2
CCc1ccc(N(CC(=O)NC2CCCC2)C(=O)CCC(=O)Nc2ccccn2)cc1,i,i,i,i,5.9,i,i,i,i,0.4,-1.9
COc1ccccc1CNC(=O)CSc1nn2c(=O)c(C(C)(C)C)nnc2s1,i,i,i,i,7.3,i,i,i,i,-3.1,-3.9

# Screening data: PubChem BioAssay, several laboratories
